# LYP inhibition: LYP phosphatase inhibitors, primary screen, biochemical, DiFMUP fluorescence, recombinant catalytic domain, 10 µM (AID 606) | recombinant LYP catalytic domain, DiFMUP fluorescence; higher % means a stronger effect | 52,000 tested, under 10 active | one-dose inhibition, % at 10 µM; IC50 in µM for titrated hits;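 active = IC50 under 40 µM in the dose-response test; inactive = IC50 of 40 µM or more, or never dose-tested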
# Spn DPM-DC inh: S. pneumoniae DPM-DC inhibition | purified DPM-DC, PK/LDH coupled NADH fluorescence | calls only at 10 µM | hit rate 0.49% among 65,000;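 active = the 320 compounds with the highest percent inhibition in the single-dose primary screen, excluding strongly autofluorescent ones, cut at about 32% in these data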;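 note: kinetic rate of NADH fluorescence loss reporting ADP formed by the decarboxylase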
# KRASV12 cytotoxicity: cytotoxicity in KRAS-transformed pancreatic duct cells, primary screen, cell-based, fluorescence, HTS (AID 431). HPDE-C7K KRASV12 cells, Alamar Blue viability, 48 h; higher % means a stronger effect. cytotoxicity, % at 10 µM, or EC50 in µM where a hit was titrated. hit rate 1.7% among 63,000;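 active = compounds whose percent cytotoxicity in the single-dose primary screen, scaled between solvent and toxic-drug controls, exceeds 50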;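 note: 0% = DMSO solvent wells and 100% = doxorubicin-treated wells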
# Spn PMK inh: blocks S. pneumoniae phosphomevalonate kinase; AID 539; hit rate 0.49% among 65,000; inhibition, % at 10 µM; purified PMK, PK/LDH-coupled NADH absorbance 340 nm;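 active = top-ranked compounds by inhibition in the single 10 µM screen, taking a fixed number of the strongest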;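 note: 0% = full reaction with DMSO carrier and 100% = background rate without enzyme reaction; no value below 0 was filed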
# Bfl-1 inhibitors: Bfl-1 inhibitors, primary screen, biochemical, fluorescence polarization, FITC-Bid, mouse (AID 432); FITC-Bid BH3 peptide fluorescence polarization displacement; higher % means a stronger effect; displacement, % at 20 µM, or IC50 in µM where a hit was titrated; hit rate 0.02% among 64,000; in the data active = a potency from the dose series; inactive = the rest, 99 in 100 with displacement below about 15%; note: strong numbers were not always called active
# HPDE-C7 cytotoxicity: cytotoxicity in HPDE-C7 cells, cell-based, fluorescence, HTS (AID 430). HPDE-C7 pancreatic duct cells viability, fluorescence; higher % means a stronger effect. one-dose cytotoxicity, % at 10 µM; EC50 in µM for titrated hits. hit rate 1.8% among 63,000;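 note: cells exposed to compound for 48 hours before viability readout; 0% = vehicle and 100% = reference cytotoxic drug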
# Alkaline phosphatase: inhibition of tissue-nonspecific alkaline phosphatase – biochemical, luminescent (AID 518); purified TNAP enzyme, luminescent substrate readout; higher % means a stronger effect; inhibition, % at 20 µM, or IC50 in µM where a hit was titrated; hit rate 0.09% among 64,000; in the data active = a potency from the dose series; inactive = the rest, 99 in 100 with inhibition below about 22%;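 note: plate controls were vehicle for no effect and reference inhibitor for full effect; many of its hits are not listed in these tables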
# Spn MK inh: blocks S. pneumoniae mevalonate kinase; hit rate 0.48% among 65,000; AID 555; inhibition, % at 10 µM; purified MK, PK/LDH-coupled NADH absorbance 340 nm;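 active = ranked among the strongest by inhibition in the single 10 µM screen, a fixed top-ranked set picked for dose follow-up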; note: no value below 0 was filed
# HT1080 viability: cytotoxicity in HT1080 fibrosarcoma cells, cell-based, fluorescence readout (AID 620); hit rate 0.42% among 87,000; one-dose cytotoxicity, % at 10 µM; EC50 in µM for titrated hits; HT1080 viability, fluorescence; higher % means a stronger effect;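 note: cells exposed to compound overnight then 4 h with Alamar Blue; 0% = vehicle DMSO and 100% = killing control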
# Spn PMK inh pilot replicates: second read-out of Spn PMK inh, no call of its own (marks repeat the call); inhibition, %; measured here: pilot screen replicates
# Spn MK inh pilot replicates: second read-out of Spn MK inh, no call of its own (marks repeat the call); inhibition, %; measured here: pilot screen replicates
# Spn DPM-DC inh pilot screen %: second read-out of Spn DPM-DC inh, no call of its own (marks repeat the call); inhibition, %; measured here: pilot screen trials
# The depositor's hits bear a star; i = inactive; · = not tested or not shown. Cut-off read from the data, not from the text of the source, unless noted: active = cytotoxicity above about 50%; inactive = the rest.
SMILES,LYP inhibition,Spn DPM-DC inh,Spn DPM-DC inh pilot screen %,KRASV12 cytotoxicity,Spn PMK inh,Spn PMK inh pilot replicates,Bfl-1 inhibitors,HPDE-C7 cytotoxicity,Alkaline phosphatase,Spn MK inh,Spn MK inh pilot replicates,HT1080 viability
CC(=O)N1CCc2cc(S(=O)(=O)N3CCc4ccccc4C3)ccc21,9%,i,·,-16%,13,·,-10%,-14%,3%,0,·,·
CCN1CCN(CCCNC(=O)c2ccc3c(c2)NC(=O)c2ccccc2S3)CC1,2%,i,·,0%,7,·,-4%,-4%,7%,6,·,-3%
CSCCC(C(=O)Nc1ccc2c(c1)OCO2)N1C(=O)c2ccccc2C1=O (stereo not given),6%,i,0.0,1%,0,1.0,-2%,1%,10%,5,0.0,-2%
Cc1nc2ccccc2n1CC(O)Cn1c(C(F)(F)F)nc2ccccc21 (stereo not given),1%,i,·,6%,24,·,-5%,-6%,9%,1,·,1%
CCCC(CCC(=O)Nc1ccc(C(=O)OC)cc1)C(=O)O (stereo not given),-8%,i,·,10%,1,·,2%,-5%,12%,2,·,0%
O=C1C2C3C=CC(C3)C2C(=O)N1c1ccc2c(c1)OCO2 (stereo not given),·,i,·,-9%,10,·,-5%,-4%,7%,7,·,3%
CCOCCn1c(CN(Cc2ccccc2)Cc2ccccc2)nc2c1c(=O)[nH]c(=O)n2C,4%,i,·,-15%,4,·,-14%,-14%,-3%,3,·,9%
Cc1ncc(CSc2nnnn2-c2ccccc2)c(N)n1,-1%,i,·,-7%,0,·,-3%,-3%,6%,2,·,-2%
Cc1cc(NCCCN2CCOCC2)n2nc(C)c(-c3ccccc3)c2n1,·,i,·,11%,13,·,-5%,7%,14%,10,·,-10%
COC(=O)c1ccccc1NC(=O)NCC1CCCO1 (stereo not given),9%,i,·,8%,0,·,-7%,-9%,-4%,0,·,4%
O=C(c1ccccc1)N1CCCCC(S(=O)(=O)c2ccccc2)C1=O (stereo not given),9%,i,·,·,19,·,-14%,·,15%,2,·,5%
COC(=O)c1cc2ccsc2n1CC(=O)Nc1cc(Cl)ccc1OC,·,i,·,34%,14,·,-8%,32%,5%,8,·,2%
CCCCN(C)CCNC(=O)Cn1ncc2c(=O)oc3ccc(C)cc3c21,2%,i,·,5%,0,·,-6%,6%,13%,10,·,4%
CCC(=O)n1nc(-c2ccco2)nc1N,11%,i,1.5,-5%,4,0.0,0%,-1%,14%,3,0.5,3%
O=C(CSCc1ccco1)c1cccs1,6%,i,·,-16%,14,·,-3%,-7%,5%,0,·,4%
COc1cccc(Nc2ncc(C(=O)O)c3ccccc23)c1,3%,i,·,-4%,14,·,-8%,0%,8%,9,·,10%
O=C(NCc1ccc2c(c1)OCO2)c1ccccn1,10%,i,0.0,1%,17,3.5,4%,-2%,2%,0,0.0,-9%
CCOc1cccc(NC(=O)C2CC(=O)N(C)C2)c1 (stereo not given),2%,i,·,1%,7,·,1%,6%,7%,9,·,1%
CN(c1ccc(C(=O)O)cc1)S(=O)(=O)c1ccc(Cl)cc1,7%,i,·,-17%,5,·,-2%,-5%,9%,12,·,6%
CCCCNC(=O)C1CCCN(S(=O)(=O)c2ccc(-n3cnnn3)cc2)C1 (stereo not given),·,i,·,-8%,0,·,4%,-10%,2%,5,·,35%

# 3 entries drawn at random from the list so far, as already listed:
SMILES,LYP inhibition,Spn DPM-DC inh,Spn DPM-DC inh pilot screen %,KRASV12 cytotoxicity,Spn PMK inh,Spn PMK inh pilot replicates,Bfl-1 inhibitors,HPDE-C7 cytotoxicity,Alkaline phosphatase,Spn MK inh,Spn MK inh pilot replicates,HT1080 viability
O=C(c1ccccc1)N1CCCCC(S(=O)(=O)c2ccccc2)C1=O (stereo not given),9%,i,·,·,19,·,-14%,·,15%,2,·,5%
CCOc1cccc(NC(=O)C2CC(=O)N(C)C2)c1 (stereo not given),2%,i,·,1%,7,·,1%,6%,7%,9,·,1%
CCCCN(C)CCNC(=O)Cn1ncc2c(=O)oc3ccc(C)cc3c21,2%,i,·,5%,0,·,-6%,6%,13%,10,·,4%

# (continued)
SMILES,LYP inhibition,Spn DPM-DC inh,Spn DPM-DC inh pilot screen %,KRASV12 cytotoxicity,Spn PMK inh,Spn PMK inh pilot replicates,Bfl-1 inhibitors,HPDE-C7 cytotoxicity,Alkaline phosphatase,Spn MK inh,Spn MK inh pilot replicates,HT1080 viability
CC(SCC(=O)Nc1ccc(S(=O)(=O)N2CCCCC2)cc1)C(=O)O (stereo not given),4%,i,·,3%,16,·,-6%,8%,10%,0,·,0%
CCOc1ccc2nc(N3CCCC(C(=O)NCCCN4CCOCC4)C3)sc2c1 (stereo not given),17%,i,·,0%,15,·,2%,3%,4%,10,·,1%
CC(C)[C@H](NC(=O)NCCc1ccc(Cl)cc1)C(=O)O,·,i,·,·,9,·,-3%,·,11%,0,·,-2%
c1ccc2c(c1)oc1c(N3CCOCC3)ncnc12,·,i,·,-3%,14,·,5%,-14%,8%,12,·,-20%
COc1ccc(N2CCN(C(=O)C(OC(C)=O)c3ccccc3)CC2)cc1 (stereo not given),11%,i,0.0,-5%,11,0.5,4%,-9%,6%,8,0.0,5%
O=C1Nc2ccccc2C12OCCS2 (stereo not given),-13%,i,·,-11%,10,·,-5%,-11%,12%,11,·,-13%
COC(=O)c1sc(=S)sc1C(=O)OC,4%,i,·,10%,11,·,-4%,-14%,11%,0,·,-14%
c1ccc(Nc2nc(N3CCOCC3)nc(N3CCOCC3)n2)cc1,14%,i,·,5%,10,·,-6%,3%,8%,3,·,9%
CC(=O)Oc1ccc(/C=c2\sc3ncnn3c2=O)cc1,1%,i,·,-19%,16,·,2%,-15%,10%,5,·,-1%
CCSc1nnc(-c2ccc(OC)cc2)o1,6%,i,0.5,-4%,3,0.0,2%,-15%,12%,5,0.0,4%
COc1ccccc1NC(=O)CNC(=O)c1ccccc1,8%,i,·,-3%,4,·,-1%,0%,5%,11,·,2%
CCOc1ccc(OCC)c2sc(C)nc12,9%,i,2.5,3%,2,1.5,-1%,-8%,2%,3,0.0,-3%
O=C(Cn1cnc2c(oc3ccccc32)c1=O)c1ccccc1,4%,i,·,0%,14,·,3%,-6%,4%,8,·,34%
O=C1OCc2cc(NS(=O)(=O)c3cccs3)ccc21,-3%,i,·,13%,3,·,-5%,3%,10%,4,·,-1%
CC(=O)NCC(=O)OC(C)C(=O)Nc1ccc(C(C)=O)cc1 (stereo not given),5%,i,0.5,2%,1,3.5,-4%,-9%,12%,1,0.0,1%
COc1cc2c(cc1NC(=O)C1CCCO1)oc1ccccc12 (stereo not given),0%,i,·,7%,6,·,0%,-6%,19%,15,·,3%
Cc1ccc(Cn2c(=O)c3ccccc3n3c(SCC(=O)N4CCCCC4C)nnc23)cc1 (stereo not given),6%,i,·,39%,16,·,0%,30%,7%,5,·,26%
COC(=O)c1ccc(CSc2nnnn2Cc2ccccc2)cc1,-3%,i,1.5,-8%,7,4.0,-6%,-17%,15%,12,0.5,0%
CSc1nnc(-c2ccc(S(=O)(=O)N3CCCC3)cc2)n1C,6%,i,·,-4%,6,·,-7%,-5%,4%,8,·,3%
CCOc1ccccc1N1CCN(S(=O)(=O)c2ccc3c4c(cccc24)C(=O)N3)CC1,1%,i,·,23%,8,·,7%,21%,12%,3,·,2%
COc1ccc(C2NC(c3ccc(OC)c(OC)c3OC)C(C)C(=O)C2C)c(OC)c1OC (stereo not given),5%,i,1.0,-5%,7,1.5,4%,-4%,6%,8,0.0,2%
CCn1c(CSc2nc(C)cs2)nc2cc(S(=O)(=O)N(C)C)ccc21,·,i,·,-6%,22,·,-4%,-17%,17%,0,·,-4%
CCOCCCn1c(=S)[nH]c2cc(C(=O)N3CCN(C)CC3)ccc2c1=O,·,i,·,7%,5,·,-1%,-9%,-5%,6,·,-9%
CN(C)c1ccc(C2N3CC4(C)CN2CC(C)(C3)C4O)cc1 (stereo not given),-16%,i,·,-16%,5,·,-7%,-22%,8%,6,·,6%
N#Cc1cn(Cc2ccccc2)c2ccccc12,12%,i,·,0%,0,·,0%,7%,24%,0,·,2%
COCC(=O)Nc1nc2n(n1)C(c1ccccc1Cl)CC(c1ccc(OC)cc1)N2 (stereo not given),·,i,·,0%,15,·,2%,-4%,17%,15,·,-3%
O=C(C1CCN(S(=O)(=O)c2cccc3cccnc23)CC1)N1CCN(c2ccccn2)CC1,9%,i,·,5%,6,·,-3%,0%,3%,7,·,2%
Cc1cc(C(=O)Nc2c(C)nn(Cc3c(Cl)cccc3Cl)c2C)no1,4%,i,·,-18%,16,·,-6%,-9%,-4%,0,·,4%
CC(=O)c1c(C)[nH]c(C(=O)OCn2nnc3ccccc3c2=O)c1C,9%,i,·,-1%,20,·,0%,4%,6%,0,·,0%
C=CCn1c(SCC(=O)NCCCC)nc2scc(-c3ccco3)c2c1=O,8%,i,0.0,-5%,18,0.0,-3%,-7%,8%,10,1.0,-3%
COc1cccc(NC(=O)N2CCN(c3ccc(C(F)(F)F)cn3)CC2)c1,7%,i,·,-1%,10,·,-6%,1%,10%,0,·,-3%
CC(=O)c1c(C)[nH]c(C(=O)COC(=O)CNS(=O)(=O)c2ccccc2)c1C,·,i,·,-18%,14,·,-3%,-11%,1%,0,·,-6%
CN(CCCC(=O)Nc1ccncc1)S(=O)(=O)c1ccc(Cl)cc1,10%,i,7.0,-5%,13,5.5,-2%,-9%,5%,3,8.0,5%
CCOc1ccc(C)cc1S(=O)(=O)NC1CCCCC1,2%,i,·,12%,3,·,-2%,4%,13%,5,·,-3%
CCCNc1nc(N2CCOCC2)nc(N2CCOCC2)n1,-8%,i,1.5,-10%,9,0.5,-8%,-8%,8%,6,1.0,5%
O=C(CSc1nc2c(cnn2-c2ccc(F)cc2)c(=O)[nH]1)N1CCCCC1,-20%,i,·,9%,2,·,-4%,-8%,7%,4,·,-2%
Cc1ccc(-c2nn(-c3ccccc3)cc2/C=C(\C#N)c2cccc(C#N)c2)o1,·,i,2.0,37%,3,5.0,-2%,33%,12%,6,0.0,23%
CCCCc1ccc(NC(=O)N[C@H](C(=O)O)C(C)C)cc1,3%,i,0.0,3%,6,0.0,-4%,0%,8%,0,0.0,0%
Cc1ccccc1NC(=O)c1ccccc1O,0%,i,·,5%,8,·,-2%,-1%,1%,16,·,0%
O=C(O)c1cccc(NS(=O)(=O)c2ccc3nnn(O)c3c2)c1,7%,i,0.0,7%,0,2.5,8%,-7%,14%,8,0.0,-2%
Cn1c(=O)n(CC(=O)NCc2cccnc2)c2ccccc21,-3%,i,·,·,9,·,·,·,·,10,·,5%
Cc1nc2ccccn2c1C(=O)NCCCN1CCOCC1,·,i,0.0,29%,9,1.0,2%,6%,11%,4,4.0,-3%
CSc1n[nH]c(NCc2ccccc2)n1,2%,i,0.0,-5%,6,1.0,-4%,5%,23%,6,1.0,2%
COc1ccc2[nH]cc(C(=O)N3CCCCC3)c(=O)c2c1,·,i,·,5%,2,·,4%,3%,13%,9,·,0%
